FH mod – Identification of activators of human fumarate hydratase by quantitative high-throughput screening; Fumarate hydratase, mitochondrial (Homo sapiens), P07954; 54,000 compounds, 0.22% hits; Potency, µM (doses to about 79.9 µM), for the others: at the top dose activity change, negative = inhibition, actives largely listed as inhibitors; FH coupled MDH/diaphorase resazurin fluorescence, 15 min; AID 1347055, 2019; also: potency is read from the fitted curve at half-maximal effect; % is scaled to controls: 0 for no effect and ±100 for the full control effect; the screen sought activators but most active calls are inhibition curves; nearly all actives have a fitted effect of over 45% in size
p53null 39C tox – kills p53 null cells at the nonpermissive temperature. H1299 p53-null (neo) cells, 39C, ATPlite viability, 24 h. Potency, µM (series often up to 46.1 µM), without a hit: top-dose activity, negative = cell killing, actives largely listed as cytotoxic. 55,000 compounds, 0.97% hits;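 also: potency is read from the fitted curve at half-maximal effect; 0% = DMSO only and -100% = full killing by 100 µM tamoxifen; nearly all actives have a fitted effect of over 50% in size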
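Following overnight plating at 37C (600 cells/well), H1299-neo or H1299-p53A138V cells are dosed up to 46 uM. Incubation lasts 24 hr at 39C before ATP detection.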
TSG101-PTAP inh – inhibitors of HIV-1 PTAP binding to human TSG101, validation. Q99816. Fluorescence polarization, FITC-PTAP peptide/Tsg101, 20 min. Potency, µM (series often up to 115 µM), for inactives: at the top dose activity change, negative = inhibition, usual class: inhibitors. 44,000 tested, under 10 active; also: potency is read from the fitted curve at half-maximal effect; 0% is about no effect
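Read-out is FITC fluorescence polarization. Compounds were added to Tsg101 binding domain (10 uM final), then FITC-PTAP peptide (50 nM final), 20 min at r.t. Total S+P intensity flags fluorescent compounds.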
p53null 32C tox – p53 null cell cytotoxicity, permissive temperature; H1299-neo p53 null cells, ATP luminescence, 24 h, 32C; 55,000 compounds, 0.62% hits; Potency, µM (highest dose often 46.1 µM), for the others: top-dose activity change, negative = cytotoxicity, hits mostly cytotoxic;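 also: potency is read from the fitted curve at half-maximal effect; 0% = DMSO only and -100% = full killing by 100 µM tamoxifen; nearly all actives have a fitted effect of over 55% in size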
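AC50 values derive from Hill modelling of qHTS concentration-response data (up to 46 uM) in H1299-neo cells. Cells were treated 24 h at 32C following overnight attachment at 37C; viability was read as cellular ATP.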
GALK inhibitor – GALK (human) enzyme inhibition. P51570. recombinant GALK, Kinase-Glo ATP luminescence, 1 h. Potency, µM (series often up to 57.5 µM), for inactives: at the highest dose activity, negative = inhibition, usual class: inhibitors. 44,000 tested, under 10 active. AID 1347072;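 also: plate controls were full GALK reaction for no effect and reaction lacking GALK for full effect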
Target sequence (P51570 whole entry, looked up): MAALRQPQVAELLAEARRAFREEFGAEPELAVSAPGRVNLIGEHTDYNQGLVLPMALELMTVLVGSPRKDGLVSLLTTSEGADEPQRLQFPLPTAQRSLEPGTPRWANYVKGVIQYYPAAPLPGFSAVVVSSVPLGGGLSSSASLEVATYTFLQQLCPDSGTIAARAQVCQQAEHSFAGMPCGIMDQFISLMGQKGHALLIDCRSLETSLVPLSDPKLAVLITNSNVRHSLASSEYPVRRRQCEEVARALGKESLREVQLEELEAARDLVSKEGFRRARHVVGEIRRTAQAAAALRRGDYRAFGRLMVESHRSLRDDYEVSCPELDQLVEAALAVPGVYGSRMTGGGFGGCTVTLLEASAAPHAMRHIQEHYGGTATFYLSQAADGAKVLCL
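5 nM GALK with 35 µM ATP and 100 µM galactose in HEPES pH 8.0, MgCl2, NaCl, DTT, BSA; 1 h RT reaction, remaining ATP detected by Kinase-Glo Plus luminescence after 10 min; qHTS concentration series.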
NTMT1 inh – NTMT1 methyltransferase inhibition. Potency, µM (doses to about 114 µM), without a hit: at the top dose activity change, negative = inhibition, hits mostly inhibitors. NTMT1 MTase-Glo SAH luminescence, purified enzyme. 59,000 compounds, 2.5% hits. Q9BV86;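 also: potency is read from the fitted curve at half-maximal effect; plate controls were DMSO vehicle for no effect and no enzyme for full effect; nearly all actives have a fitted effect of over 65% in size; many of its hits are not listed in these tables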
Target sequence (Q9BV86 whole entry, looked up): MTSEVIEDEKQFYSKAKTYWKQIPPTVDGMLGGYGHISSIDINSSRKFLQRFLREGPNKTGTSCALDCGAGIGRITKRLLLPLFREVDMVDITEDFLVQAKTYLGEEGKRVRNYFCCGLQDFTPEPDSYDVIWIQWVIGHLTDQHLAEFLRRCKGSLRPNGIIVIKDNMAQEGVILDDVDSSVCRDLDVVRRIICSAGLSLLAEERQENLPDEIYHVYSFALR
B2AR arrestin ag – agonists recruiting beta-arrestin to human beta2-adrenergic receptor; P07550; AID 1347077; HTLA Tango cells, beta-arrestin recruitment, luciferase luminescence, 18 h; 44,000 tested, under 10 active; Potency, µM (top dose mostly 46.1 µM), inactives show at the top dose activation, usual class: activators;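 also: potency is read from the fitted curve at half-maximal effect; 0% = DMSO and full agonism = EC100 isoproterenol or metaproterenol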
Target sequence (P07550 whole entry, looked up): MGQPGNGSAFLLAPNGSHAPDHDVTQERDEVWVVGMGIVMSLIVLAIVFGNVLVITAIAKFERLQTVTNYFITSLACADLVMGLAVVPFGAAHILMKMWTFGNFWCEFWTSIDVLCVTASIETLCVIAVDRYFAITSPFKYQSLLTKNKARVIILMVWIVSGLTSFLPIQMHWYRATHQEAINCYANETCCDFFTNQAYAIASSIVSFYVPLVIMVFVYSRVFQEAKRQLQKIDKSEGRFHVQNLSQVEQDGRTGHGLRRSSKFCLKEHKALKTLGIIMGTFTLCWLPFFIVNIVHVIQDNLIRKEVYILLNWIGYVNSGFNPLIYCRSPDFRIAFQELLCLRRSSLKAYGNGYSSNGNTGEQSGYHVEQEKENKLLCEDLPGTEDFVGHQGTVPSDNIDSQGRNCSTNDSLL
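Receptor–beta-arrestin recruitment read by tTA-responsive luciferase: compound titrations (up to 46 µM) incubated 18 h with Tango cells, then luminescent substrate 15 min at room temperature. Concentration-response fits classified by r2, efficacy and activity.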
* hit, by the source's call; u = inconclusive; x = not tested or not shown; [ ] = another dose, or the depositor's remark. Calls follow the shape of the dose curve; as a rule, active = well fitted curve in the direction sought with a large enough effect; inconclusive = small, poorly fitted or top-dose-only effect, or another doubt; inactive = no such curve, though single readings can be large; an effect the other way counts as inactive or inconclusive. The list is partial (hit frequency here may not be typical).

1. COc1ccc(OC)c(NC(=O)C2CCCN(S(=O)(=O)c3ccc4[nH]c(=O)ccc4c3)C2)c1 (stereo unspecified)
2. Cc1c(Cl)cccc1NC(=O)c1ncn(-c2ccccc2)n1
3. CCc1ccc(NC(=O)c2cnn(-c3c(C)cccc3C)c2C2CCNCC2)cc1
4. O=C(CN1C(=O)CC(c2ccccc2)Sc2ccccc21)Nc1cccc(Cl)c1 (stereo unspecified)
5. Cc1ccc(OCc2nnc(-c3ccccc3)o2)cc1
6. COc1c(Cl)cc(Cl)cc1C(=O)Nc1cccc(-c2nc3ccccc3o2)c1C
7. COc1ccccc1/C=C(\C#N)c1nc(-c2cc3ccccc3oc2=O)cs1
8. O=C(Nc1nonc1-c1ccc(Br)cc1)c1ccco1

entry no.	1	2	3	4	5	6	7	8
FH mod	-11%	4%	-13%	-9%	x	2%	-11%	8%
p53null 39C tox	-13%	14%	-12%	-14%	-16%	-6%	2%	-23%
TSG101-PTAP inh	0%	-6%	3%	1%	-8%	-12%	2%	2%
p53null 32C tox	-6%	-5%	3%	10%	-16%	-5%[9.22 µM]	-6%	4%
GALK inhibitor	3%	-5%	2%	-3%	9%	0%	-15%	2%
NTMT1 inh	-9%	8%	u	4%	x	-1%	0%	5%
B2AR arrestin ag	0%	-1%	0%	-2%	0%	1%	0%	-3%

9. CCN(C(=O)CSc1nc(-c2ccc(C(C)C)cc2)no1)c1cccc(C)c1
10. O=C(NCCc1ccccc1)c1ccc(CSc2nc3ccncc3n2Cc2cccc(F)c2)cc1
11. C=Cc1ccc(Cn2c(=O)cc(C)c3c(C)nn(-c4ccccc4)c32)cc1
12. COc1cc(OC)c(NC(=O)Cn2c(=O)cc(C(F)(F)F)c3c(C)nn(C)c32)cc1Cl
13. Cc1ccc(OCC(=O)Nc2ccc(OCc3cc(=O)n4ccsc4n3)cc2)cc1
14. Cc1ccc(-n2c(C)cc(C(=O)C(=O)Nc3ccccc3)c2C)c(C)c1
15. COc1ccc(-c2nsc(NC(=O)c3oc4ccccc4c3C)n2)cc1
16. Cc1ccccc1NC(=O)c1ccc(F)c(S(=O)(=O)N(C)Cc2ccccc2)c1

entry no.	9	10	11	12	13	14	15	16
FH mod	-18%	-20%	-1%	-34%	-16%	u	-24%	-10%
p53null 39C tox	-10%	-19%	6%	-13%	14%	-2%	-25%	6%
TSG101-PTAP inh	-10%	-10%	7%	0%	2%	-4%	2%	-1%
p53null 32C tox	12%	32%[activator]	-7%	0%	-3%	-15%	-2%	21%
GALK inhibitor	0%	0%	-2%	1%	-1%	3%	4%	2%
NTMT1 inh	-1%	13%	-16%	-5%	u	6%	2%	3%
B2AR arrestin ag	0%	-4%	0%	0%	1%	-4%	0%	0%

17. CCOc1ccc(-c2cc(C(=O)NC(C)c3ccccc3)c3ccccc3n2)cc1 (stereo unspecified)
18. O=C(Nc1sc2c(c1C(=O)NCC1CCCO1)CCCC2)c1cc(=O)c2ccccc2o1 (stereo unspecified)
19. CCOc1ccc(CCNC(=O)CCCc2nnc3n(C)c(=O)c4sccc4n23)cc1OCC
20. Oc1ccc(-c2nc3ccc(Cl)cn3c2Nc2ccc(Cl)cc2)cc1
21. N#Cc1ccccc1NC(=O)C(=O)NCCc1csc(-c2ccc(F)cc2)n1
22. CCOc1ccc(NC(=O)N2CCN(c3ccc(Cl)c(Cl)c3)CC2)cc1
23. COc1ccc(Cl)cc1C(=O)Nc1nnc2n1CCS2
24. CCOc1ccc(OCC(=O)Nc2c(C(=O)Nc3ccc(C)cc3)oc3ccccc23)cc1

entry no.	17	18	19	20	21	22	23	24
FH mod	-8%	4%	-16%	2%	-11%	-1%	17%	0%
p53null 39C tox	-5%	-6%	-1%	u	-5%	3%	2%	15%
TSG101-PTAP inh	3%	2%	-12%	-1%	0%	-7%	-2%	3%
p53null 32C tox	-20%	4%	3%	10%	1%	-6%	5%	-5%
GALK inhibitor	-7%	-1%	0%	0%	1%	-1%	0%	-2%
NTMT1 inh	u	-1%	-5%	u	9%	-14%	10%	15%
B2AR arrestin ag	7%	0%	0%	0%	0%	-1%	0%	1%

25. CCOc1ccc(CNS(=O)(=O)c2ccc(-c3cc(C(F)(F)F)on3)s2)cc1
26. COCCNC(=O)CN1C(=O)CCn2nc(-c3cn(C)c4ccccc34)cc21
27. O=C(Nc1ccc(C(=O)OCc2cc(=O)n3c4c(sc3n2)CCCC4)cc1)c1ccc(Cl)cc1
28. Cc1ccc(N(CC(=O)N2CCN(c3cccc(Cl)c3)CC2)S(=O)(=O)c2c(C)noc2C)cc1
29. Cc1ccc(CNC(=O)c2nnc(Cc3cccc(F)c3)o2)cc1
30. O=C(CN1C(=O)COc2ccc(Cl)cc21)Nc1ccc(F)cc1
31. Cc1cc(C)c(NC(=O)Cn2nnc(-c3nc(-c4ccccc4)no3)c2N)c(C)c1
32. COc1ccc2oc(=O)c(-c3cn4c(n3)sc3cc(F)ccc34)cc2c1

entry no.	25	26	27	28	29	30	31	32
FH mod	-4%	4%	-15%	-15%	5%	3%	5%	2%
p53null 39C tox	-15%	-3%	u	9%	-4%	-19%	-8%	1%
TSG101-PTAP inh	0%	0%	-3%	1%	-1%	2%	2%	-6%
p53null 32C tox	-3%	1%	0%	12%	-9%	9%	2%	-9%
GALK inhibitor	1%	0%	-1%	1%	u	2%	-5%	-2%
NTMT1 inh	3%	0%	-11%	5%	9%	-3%	-4%	6%
B2AR arrestin ag	-1%	0%	1%	0%	0%	1%	0%	0%

Looked up by structure from above, 2 records:
15. COc1ccc(-c2nsc(NC(=O)c3oc4ccccc4c3C)n2)cc1
24. CCOc1ccc(OCC(=O)Nc2c(C(=O)Nc3ccc(C)cc3)oc3ccccc23)cc1

entry no.	15	24
FH mod	-24%	0%
p53null 39C tox	-25%	15%
TSG101-PTAP inh	2%	3%
p53null 32C tox	-2%	-5%
GALK inhibitor	4%	-2%
NTMT1 inh	2%	15%
B2AR arrestin ag	0%	1%

More records follow:
33. COc1ccccc1CNS(=O)(=O)c1cc(Br)cc2c1N(C(=O)C1CC1)CC2
34. CCOc1ccc(NC(=O)Cn2ncc3c2-c2cc(C)ccc2OC3)cc1
35. COc1ccc(-n2c(=O)c3c4c(sc3n(Cc3ccc(C)cc3C)c2=O)CCC4)c(OC)c1
36. CCc1cccc(NC(=O)CN(C)S(=O)(=O)c2ccc3c(c2)CCCN3C(C)=O)c1
37. O=C(Cn1ncc2c3ccccc3n(Cc3ccc(Cl)cc3)c2c1=O)NC1CCCCCC1
38. Cc1cccc(-c2noc(-c3ccc(N4CCCC4)c([N+](=O)[O-])c3)n2)c1
39. COc1cc(OC)c(NC(=O)C2CCN(C(=O)c3sc4nc[nH]c(=O)c4c3C)CC2)cc1Cl
40. CC1CN(C(=O)N2CCC(C(=O)NCCC3=CCCCC3)CC2)c2ccccc2O1 (stereo unspecified)

entry no.	33	34	35	36	37	38	39	40
FH mod	-6%	3%	-20%	-8%	-1%	-3%	-4%	7%
p53null 39C tox	-18%	-8%	14%	12%	u	12%	14%	17%
TSG101-PTAP inh	3%	-5%	0%	-3%	43%[activator]	0%	1%	-6%
p53null 32C tox	6%	0%	13%	-2%	-4%	-6%	u	0%
GALK inhibitor	1%	0%	-3%	-7%	8%	2%	1%	0%
NTMT1 inh	-5%	-5%	-2%	-2%	-4%	u	u	7%
B2AR arrestin ag	0%	0%	7%	0%	-3%	-2%	0%	-1%

41. CC(=O)NCCNc1nc2c(S(=O)(=O)c3ccc(C)c(C)c3)nnn2c2ccc(Cl)cc12
42. CC(C)c1ccc(N2C(=O)N(Cc3ccccc3Cl)c3ccccc3S2(=O)=O)cc1
43. COc1ccc(-c2noc(CNC(=O)COc3cccc(C)c3C)n2)cc1
44. COc1cc(Cl)c(C)cc1NC(=O)CNC(=O)Cn1ccc2ccccc2c1=O
45. Cc1ccc(CNC(=O)CN2C(=O)CSc3ccc(S(=O)(=O)N4CCCC4)cc32)cc1
46. CCC(=O)C1=C(c2ccccc2)N(C(=O)CC)n2c(nnc2C2CCCCC2)S1
47. Cc1cccn2c(=O)c(C(=O)N3CCN(c4ccc(Cl)cc4)CC3)cnc12
48. Cc1ccc(N2CCN(Cc3nnc(-c4ccccc4F)o3)CC2)c(C)c1

entry no.	41	42	43	44	45	46	47	48
FH mod	-14%	-11%	u	7%	-14%	6%	1%	-11%
p53null 39C tox	u	-6%	19%	4%	13µM*	17%	11%	-16%
TSG101-PTAP inh	-20%	0%	0%	-8%	-1%	2%	-7%	-6%
p53null 32C tox	-6%	-3%	-6%	3%	-10%	2%	-14%	-6%
GALK inhibitor	3%	-2%	-3%	0%	3%	-1%	0%	2%
NTMT1 inh	-3%	7%	-8%	0%	0%	13%	-2%	6%
B2AR arrestin ag	-2%	1%	-1%	-2%	2%	-4%	-3%	1%

49. Cc1cccc(N(C)c2nc3ccc(C)cc3n3cnnc23)c1
50. COc1ccc(OC2CCN(S(=O)(=O)c3cccc(F)c3)CC2)cc1
51. CC(=O)C1=C(c2cccc([N+](=O)[O-])c2)N(C(C)=O)n2c(nnc2-c2ccc(C)cc2)S1
52. Cc1ccc(-n2c(=O)c3oc4ccccc4c3n(Cc3cccc(F)c3)c2=O)cc1C
53. O=C(Nc1ccc(C(F)(F)F)cc1)C1(c2cccs2)CCOCC1
54. Cc1cc(C)c2c(n1)SCCN2C(=O)Nc1ccc(C(=O)Nc2cc(Cl)ccc2C)cc1
55. CCc1nn(CCCC(=O)NCc2ccc(OC(C)C)cc2)c(=O)c2cc3occc3n12
56. COC(=O)c1ccc(NC(=O)Cn2c(=O)oc3ccccc32)cc1

entry no.	49	50	51	52	53	54	55	56
FH mod	-13%	-9%	2%	-15%	-10%	-10%	3%	1%
p53null 39C tox	3%	-14%	2%	11%	32%[activator]	-2%	-15%	-15%
TSG101-PTAP inh	-5%	0%	1%	-1%	-6%	2%	0%	0%
p53null 32C tox	-16%	-4%	3%	7%	-2%	7%	2%	4%
GALK inhibitor	6%	-3%	-8%	0%	1%	-2%	-2%	5%
NTMT1 inh	u	13%	5%	3%	-4%	13%	-6%	-2%
B2AR arrestin ag	-2%	-1%	-3%	3%	-3%	u	1%	0%
